# Tn6 DDE FP = DD(E)-Tn6 binding inhibition, primary FP screen; P02675; Fibrin DD(E) TRITC-Tn6 fluorescence polarization displacement; inhibition, % at 8.3 µM; 0.21% of 370,000 active;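 active = inhibition above a per-campaign cutoff: mean of compounds within control limits plus 3 SD, cut at about 15% in these data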;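 note: 0% = median of all compound wells on the plate and 100% = blocking peptide control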
# ADAM10 inh = inhibits human ADAM10; O14672; recombinant ADAM10, EDANS/DABCYL FRET peptide cleavage, 3 h; inhibition, % at 7 µM; 0.62% of 370,000 active;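 active = inhibition above a per-campaign cutoff equal to the mean of compounds falling between control-based bounds plus 3 SD, cut at about 20% in these data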;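 note: 0% = DMSO wells while the 100% control is not disclosed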
# HGIII-sPLA2 inh = Blocks human group III sPLA2 activity; inhibition, % at 12.2 µM; Q9NZ20; 0.56% of 370,000 active; AID 743126; QFRET BODIPY PC-A2 liposome hydrolysis, fluorescence;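 active = inhibition above mean plus 3 SD of compounds lying within the high and low control bounds, cut at about 19% in these data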;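 note: 0% = median of test compound wells and 100% = no enzyme DMSO wells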
# Target sequence (Q9NZ20 whole entry, looked up): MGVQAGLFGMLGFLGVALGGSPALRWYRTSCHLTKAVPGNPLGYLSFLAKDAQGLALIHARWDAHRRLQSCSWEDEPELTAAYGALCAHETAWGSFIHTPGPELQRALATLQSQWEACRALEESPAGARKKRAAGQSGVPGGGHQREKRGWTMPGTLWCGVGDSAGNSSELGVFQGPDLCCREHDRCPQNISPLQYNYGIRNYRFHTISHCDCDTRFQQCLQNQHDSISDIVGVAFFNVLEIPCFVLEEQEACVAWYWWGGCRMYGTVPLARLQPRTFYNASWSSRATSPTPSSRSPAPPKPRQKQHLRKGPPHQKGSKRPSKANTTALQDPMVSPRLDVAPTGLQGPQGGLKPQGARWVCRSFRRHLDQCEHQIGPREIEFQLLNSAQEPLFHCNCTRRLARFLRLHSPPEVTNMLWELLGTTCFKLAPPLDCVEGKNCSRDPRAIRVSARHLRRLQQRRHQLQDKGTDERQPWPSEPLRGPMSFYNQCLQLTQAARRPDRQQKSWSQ
# GAA850 FXN act = frataxin GAA850 promoter activation | HEK293 lucGAA850 FXN promoter luciferase reporter, 24 h; percent of 10 µM SAHA response | activation, % at 6 µM | 0.56% of 360,000 active;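 active = activation above the average of all compounds screened plus 3 SD, cutoff fixed separately per campaign, cut at about 7.5% in these data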;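 note: 0% = DMSO wells and 100% = 10 µM SAHA wells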
# GC-A act = GC-A (human) enzyme activation | HEK293 GC-A cells, cGMP TR-FRET, EC30 ANP; 0% at EC30 ANP, 100% saturating ANP | activation, % at 10 µM | 0.14% of 370,000 active | AID 1671463; in the data active = activation above about 40%
# ARFGAP1 inh = inhibits rat ARF GTPase activating protein 1. Q62848. Arfgap1-stimulated ARF1 GTP hydrolysis, GDP FP detection. inhibition, % at 16.5 µM. 0.26% of 360,000 active;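 active = inhibition above a per-plate limit, mean inhibition of low control wells plus 3 SD, cut at about 25% in these data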;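 note: 0% = DMSO wells with enzyme and 100% = wells lacking Arfgap1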
# Target sequence (Q62848 1-136 limits assumed): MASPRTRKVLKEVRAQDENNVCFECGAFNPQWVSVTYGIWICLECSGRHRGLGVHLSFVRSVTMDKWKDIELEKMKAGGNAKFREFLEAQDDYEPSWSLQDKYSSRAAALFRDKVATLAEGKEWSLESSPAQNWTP
#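 material = rat Arfgap1 catalytic domain, aa 1-136 | also added = human ARF1(Δ1-17)-GTP substrate | compound dosing = one concentration, 16.5 µM, DMSO 1.26% | times = GTP hydrolysis reaction 2 h at 25 °C | measured by = FP, GDP Alexa 633 tracer displaced from anti-GDP antibody, 620/688 nm | evaluation = percent inhibition of Arfgap1-stimulated GTP hydrolysis | replication = single well per compound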
# ASAP1 inh = blocks human ASAP1-stimulated Arf1 GTP hydrolysis; Q9ULH1; GDP FP detection; inhibition, % at 16.5 µM; 0.19% of 360,000 active; AID 624377; in the data active = inhibition above about 25%;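 note: 0% = vehicle with enzyme and substrate and 100% = no enzyme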
# proKLK7 act = proKLK7 (human) activation, primary screen | P49862 | purified proKLK7, EDANS-DABCYL substrate fluorescence; 100% is mature enzyme control, 0% vehicle | activation, % at 7 µM | 0.9% of 370,000 active | AID 652039;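 active = activation above the mean of all tested compounds plus 3 SD, computed per campaign excluding outliers beyond control limits, cut at about 13% in these data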
# rCAG RNA binder = molecules binding r(CAG) RNA repeats | inhibition, % at 3 µM | 1.3% of 370,000 active | r(CAG) RNA repeat, TO-PRO-1 dye displacement fluorescence | AID 651821;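 active = inhibition above the plate cutoff, the mean of all test compounds on that plate plus 3 SD, cut at about 35% in these data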;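 note: 0% = DMSO alone and 100% = 100 µM mitoxantrone as full dye displacement; higher means more dye released from RNA so lower well fluorescence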
# NPR2 activator = GC-B (human) receptor activation | P20594 | HEK293-GC-B cells, CNP EC30, cGMP TR-FRET; 0% at EC30 CNP, 100% saturating CNP | activation, % at 10 µM | 0.11% of 370,000 active;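 active = activation at 10 µM reaching about 35% in either raw or pattern-adjusted values, limit read from the data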
# An asterisk follows results filed as active.
item	structure	Tn6 DDE FP	ADAM10 inh	HGIII-sPLA2 inh	GAA850 FXN act	GC-A act	ARFGAP1 inh	ASAP1 inh	proKLK7 act	rCAG RNA binder	NPR2 activator
1	Cc1ccc2nc(CCl)[n+]([O-])c(-c3ccccc3)c2c1	-3	6	-6	1.2	1	-1	-5	-0.2	2	-4
2	CCCCCNc1c(C(=O)OCC)c(=O)[nH]c2ccccc12	1	0	3	-0.8	2	-6	2	0.1	-4	-6
3	O=C(N/C(=C/c1cccnc1)C(=O)N1CCOCC1)c1ccccc1Cl	-5	-3	6	0.7	0	-9	-1	0.0	-4	1
4	O=c1c2ccccc2nc(SCc2nc3ccccc3s2)n1Cc1ccco1	-1	-6	-3	-0.9	1	1	-3	-0.7	3	2
5	COc1cc(OC)cc(OC(=O)C2CCN(C(=O)c3ccc(Cl)cc3)CC2)c1	1	-2	-13	-0.2	-1	-1	16	0.1	0	-2
6	O=C(Nc1ccon1)Nc1cccc(Cl)c1Cl	-1	11	1	0.1	3	3	3	0.0	2	2
7	O=C(O)C1C2CCC(C2)C1C(=O)Nc1ccc(Cl)c(Cl)c1 (stereo not given)	6	-8	1	1.1	5	-7	9	0.9	-3	6
8	COc1cc(/C=N/NC(=O)c2cccc3ccccc23)cc(OC)c1OC	6	3	-3	0.4	3	4	13	0.6	-2	-6
9	Cc1ccc(O)c(Sc2cc(C)ccc2O)c1	3	13	-52	2.5	-1	1	3	0.0	12	-3
10	Cc1nc(-c2ccc(C(=O)O)cc2)cs1	-9	-8	4	4.2	2	-1	-6	0.0	0	2
11	NS(=O)(=O)c1ccc(CCNC(=O)c2cc([N+](=O)[O-])ccc2N2CCOCC2)cc1	2	-9	13	0.1	3	-2	11	0.4	2	0
12	CCN1CCN(c2cc3nc(C)n(Cc4ccccc4)c(=O)c3cc2NC(=O)c2ccccc2F)CC1	-3	-52	-17	4.6	7	-11	3	-40	-5	-1
13	COC(=O)c1cc(S(=O)(=O)NCC2CCN(Cc3ccc(Cl)cc3)CC2)cn1C	1	3	-28	1.8	-1	0	4	0.1	-5	-3
14	COC(=O)[C@@H](NC(=O)N1CCC(C)CC1)C(C)C	-2	-2	2	0.0	1	-4	1	0.2	-1	3
15	CC/C(C)=N/NC(=S)NCc1ccco1	4	-6	15	2.0	2	-8	2	-0.2	-1	-2
16	C(/CCc1ccccc1)=N\n1cnnc1	0	4	3	1.2	1	-12	2	0.0	0	3
17	CCN(Cc1nc(-c2ccc(OC)c(OC)c2)no1)C(=O)c1ccoc1C	4	2	1	0.4	-2	-7	-12	-0.1	-5	3
18	CCCCN(C(=O)c1ccc2c(c1)OCCO2)c1c(N)n(CCCC)c(=O)[nH]c1=O	-9	0	-7	-0.4	3	-5	-7	-0.2	-1	0
19	COc1cc(NC(C)=O)ccc1NC(=O)c1cc2ccccc2o1	3	0	3	2.9	-4	1	7	0.3	4	-7
20	COc1ccccc1N1CCN(C(=S)NC(=O)/C=C/c2ccccc2)CC1	3	-2	6	5.2	6	1	-3	-0.2	-3	-9
21	c1ccc(-c2nc3ccccc3[nH]2)cc1	7	-9	-4	3.1	4	2	6	-0.1	0	-2
22	O=C(COc1ccc([N+](=O)[O-])cc1)Nc1ccc(C(=O)NCc2cccnc2)cc1	-9	12	-6	-2.1	-4	6	-9	-0.4	2	-4
23	Cc1ccc2c(C)c(C(=O)N(Cc3ccncc3)CC3CCCO3)oc2c1C (stereo not given)	0	-2	-2	2.5	-6	-7	-7	0.2	-10	2
24	CCc1nc2c(OCc3ccc(C(F)(F)F)cc3)cccn2c1N(C)C(=O)CC(C)C	3	-9	-3	-2.4	-3	16	6	0.1	-3	2
25	CC(OC(=O)c1cc2sccc2n1C)C(=O)NCc1ccco1 (stereo not given)	5	3	-5	0.7	-1	-5	-1	-0.2	-2	4
26	Cn1c(SCC(=O)Nc2ccc3[nH]c(=O)[nH]c3c2)nnc1-c1ccccc1	6	-17	7	1.4	1	8	14	-0.7	-2	0

# Molecules listed so far that contain fluorine, in the order listed:
item	structure	Tn6 DDE FP	ADAM10 inh	HGIII-sPLA2 inh	GAA850 FXN act	GC-A act	ARFGAP1 inh	ASAP1 inh	proKLK7 act	rCAG RNA binder	NPR2 activator
12	CCN1CCN(c2cc3nc(C)n(Cc4ccccc4)c(=O)c3cc2NC(=O)c2ccccc2F)CC1	-3	-52	-17	4.6	7	-11	3	-40	-5	-1
24	CCc1nc2c(OCc3ccc(C(F)(F)F)cc3)cccn2c1N(C)C(=O)CC(C)C	3	-9	-3	-2.4	-3	16	6	0.1	-3	2

# 4 structures out of the list, sorted by length of the SMILES, low to high.
item	structure	Tn6 DDE FP	ADAM10 inh	HGIII-sPLA2 inh	GAA850 FXN act	GC-A act	ARFGAP1 inh	ASAP1 inh	proKLK7 act	rCAG RNA binder	NPR2 activator
10	Cc1nc(-c2ccc(C(=O)O)cc2)cs1	-9	-8	4	4.2	2	-1	-6	0.0	0	2
2	CCCCCNc1c(C(=O)OCC)c(=O)[nH]c2ccccc12	1	0	3	-0.8	2	-6	2	0.1	-4	-6
4	O=c1c2ccccc2nc(SCc2nc3ccccc3s2)n1Cc1ccco1	-1	-6	-3	-0.9	1	1	-3	-0.7	3	2
12	CCN1CCN(c2cc3nc(C)n(Cc4ccccc4)c(=O)c3cc2NC(=O)c2ccccc2F)CC1	-3	-52	-17	4.6	7	-11	3	-40	-5	-1

# Screens as filed in PubChem.
